CFTR F508del cor = CFTR F508del correction in bronchial cells; activity (quench increase), % at 7.58 µM; AID 720511; CFBE cells, YFP halide quenching; stimulated with forskolin plus potentiator P3; % fluorescence drop versus neutral controls; 0.36% of 350,000 active;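 active = mean added fluorescence quench of at least 8% versus neutral control, with both replicates also reaching 8%; inconclusive = only one of the mean or replicate conditions met; inactive = mean below 8% and not both replicates reaching 8%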;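 also: cells transiently co-express mutant CFTR-F508del with the halide-sensitive YFP; corrector assay measuring rescue of mutant channel to the surface after 24 h compound exposure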
FN deposition inh = fibronectin deposition inhibition; AH1F fibroblasts, Alexa488-fibronectin deposition fluorescence, overnight; inhibition, % at 12.6 µM; 0.086% of 350,000 active; AID 743247;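 active = mean inhibition across replicates of 30% or more, regardless of how many single replicates reach that level; inconclusive = mean under 30% yet at least half of replicates reach 30%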;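 also: positive control wells lacked labelled fibronectin entirely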
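Material: AH1F fibroblast monolayer depositing Alexa488-labelled fibronectin into matrix / Amount: 10000 AH1F cells per well / Signal: fluorescence 485/525 nm / Medium: DMEM, 2% serum / Compound: single dose, pinned / Incubation: 1 h cell adhesion before compound, then overnight fibronectin incubation / Reagent: Alexa488-FN, 24 nM final / Read-out: inhibition of fibronectin deposition signal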
DENV2 CPE rescue = DENV2-induced cell death inhibition. DENV2-infected cells, cytopathic effect rescue, plate reader. CPE inhibition, % at 9.99 µM. 1.7% of 350,000 active; in the data active = CPE inhibition above about 20%, passing the limit was not always enough; inconclusive = no clear call, values can overlap the other calls; tested in BHK-21 cells;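 also: 0% = median of neutral control wells and 100% = median of positive control wells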
GSIS activator = GLuc luminescence reporter in INS-1E cells, primary screen for activators of glucose-dependent secretion of insulin | INS-1E GLuc reporter insulin secretion, 2-3 h | activation, % at 16.6 µM | 0.61% of 370,000 active;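 active = lowest replicate activation of at least 40%, so every replicate reaches that level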;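 also: 0% = median of neutral control wells and 100% = median of IBMX positive control wells; some compounds called inactive have numbers as strong as hits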
miR122 inh = blocks miR-122 activity in Huh7 sensor cells. Huh7 miR-122 Renilla luciferase sensor, 48 h; neutral wells = 0, positive control = 100. activation (reporter increase), % at 12.5 µM. 0.3% of 340,000 active. AID 602342;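 active = mean replicate activation score at least 90 and every replicate individually at or above 90; inconclusive = only one of the two criteria met; inactive = neither criterion met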;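 also: higher luciferase means less miR-122 activity so hits act as miR-122 inhibitors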
EWS-Fli inh = blocks EWS/Fli oncoprotein-driven transcription; A673 NR0B1-luciferase reporter, viability-normalised; inhibition, % at 12.6 µM; 0.67% of 350,000 active;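 active = mean inhibition of at least 50% after viability correction, with every replicate also passing that limit; inconclusive = mean reaches 50% but only one of two replicates passes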;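 also: firefly luciferase signal divided by Alamar Blue viability fluorescence both relative to DMSO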
PAX8 inh HTS = PAX8 transcriptional activity inhibition. RMG-I TPO-luciferase reporter, SteadyGlo, 24 h. inhibition, % at 12.6 µM. 1.2% of 360,000 active. AID 652154;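 active = mean replicate inhibition at least 60% with every replicate also reaching 60%; inconclusive = only one of the two criteria is met; inactive = mean below 60% and not all replicates reaching 60%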;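 also: luciferase light reporting Pax8 driven TPO promoter activity; plate controls were median of neutral control wells for no effect and mitoxantrone controls for full effect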
Active calls of the source: *; ? = inconclusive; . = no result given; [ ] = dose if it differs, or a comment.

item	Structure	CFTR F508del cor	FN deposition inh	DENV2 CPE rescue	GSIS activator
1	CC(=O)Nc1ccc(S(=O)(=O)Nc2nc3ccccc3nc2Cl)cc1	-1.7	4	-4	11
2	CC(=O)N1CCCc2cc(S(=O)(=O)N3CCC(C)CC3)ccc21	1.4	-8	3	3
3	COc1cccc(N2CCN(C(=O)c3ccc(OC)c(S(=O)(=O)NC4CC4)c3)CC2)c1	-0.4	.	-11	-14
4	COCCNC(=O)/C(C#N)=C/c1ccc(C)o1	-0.1	-9	-1	6
5	COc1cccc(S(=O)(=O)N[C@@H]2CC[C@@H](CC(=O)NCc3ccc(F)cc3)O[C@H]2CO)c1	1.1	.	3	-5
6	COc1cc2c(cc1OC)[C@H](C)N(C(=O)CSc1nc(O)c(C(C)C)c(=O)[nH]1)CC2	-0.1	.	4	.
7	Cc1c(C(=O)Nc2ccc(N3CCOCC3)cc2)cccc1[N+](=O)[O-]	.	2	-1	-8
8	C[C@@H]1CN([C@@H](C)CO)C(=O)c2cccc(NC(=O)C3CC3)c2O[C@@H]1CN(C)S(C)(=O)=O	-0.1	.	5	16

item	miR122 inh	EWS-Fli inh	PAX8 inh HTS
1	.	16	2
2	10	6	26
3	0	-30	-16
4	0	-10	-25
5	.	-11	17
6	-2	-2	.
7	.	4	-4
8	0[16.7 µM]	-4	-2

Other entries follow.
item	Structure	CFTR F508del cor	FN deposition inh	DENV2 CPE rescue	GSIS activator
9	O=C(CSc1nnc2ccccn12)c1ccc(OC(F)F)cc1OC(F)F	.	2	.	-21
10	CC1CCC(NC(=O)CC(C)(C)Cc2nc3ccccc3c(=O)[nH]2)CC1 (stereo not given)	1.7	.	.	-16
11	COC1CCN(C(=O)CC2C(=O)NCCN2CC(C)(C)C)CC1 (stereo not given)	-1.4	-2	9	0
12	CCOc1ccc(CNC(=O)CCSCc2ccccc2F)cc1OC	-0.8	2	10	2
13	O=C(Cc1ccccn1)NCC[C@@H]1CC[C@H](NC(=O)Nc2ccccc2)[C@H](CO)O1	-5.8	.	-3	3
14	Cc1cccc(N(CC(=O)NCCc2ccccc2)C(=O)c2csnn2)c1	0.9	-1	-1	-10
15	O=C(NCCS(=O)(=O)NCCc1ccccc1)c1ccc2c(c1)OCO2	-1.2	.	-10	-5
16	O=C(CSc1n[nH]c(-c2cccnc2)n1)Nc1ccc([N+](=O)[O-])cc1	0.3	-8	-1	6

item	miR122 inh	EWS-Fli inh	PAX8 inh HTS
9	6	.	16
10	4	-4	.
11	.	5	1
12	2	1	0
13	.	-1	44
14	1	2	0
15	.	-21	-114
16	1	-1	-12

Further records
item	Structure	CFTR F508del cor	FN deposition inh	DENV2 CPE rescue	GSIS activator
17	CCOC(=O)C(=CNNc1c(C)csc1C(=O)OC)C(=O)OCC	-2.5	3	9	-1
18	C[C@@H]1CN([C@@H](C)CO)C(=O)c2cc(NC(=O)Nc3ccccc3)ccc2O[C@@H]1CN(C)S(=O)(=O)c1cccs1	4.0	.	-1	2
19	CCc1ccc(/C(C)=N/NC(=O)C(O)c2ccccc2)s1 (stereo not given)	-0.9	5	0	.
20	Cc1sc2nc(SCC(=O)Nc3cccc(S(N)(=O)=O)c3)[nH]c(=O)c2c1C	2.6	-6	17	1
21	C=CCn1c(=S)[nH]c2ccc(Br)cc2c1=O	.	6	.	.
22	C[C@H](C(=O)N(C)C[C@H]1OCc2ccccc2-c2c(n(C)c3ccccc23)C(=O)N([C@H](C)CO)C[C@@H]1C)c1ccccc1	-0.5	-5	-10	-26
23	COc1ccc(OC)c(NS(=O)(=O)c2c(C(=O)N3CCCCCC3)c(C)n(C)c2C)c1	-3.6	-5	9	4
24	COc1ccc(Cn2c(CCC(=O)Nc3ccccc3)nc3cccnc32)cc1	.	1	.	.

item	miR122 inh	EWS-Fli inh	PAX8 inh HTS
17	.	0	0
18	38[16.7 µM]	8	11
19	.	5	14
20	.	2	9
21	7	.	3
22	.	4	.
23	30	-5	6
24	1	.	5

Going on with the list:
item	Structure	CFTR F508del cor	FN deposition inh	DENV2 CPE rescue	GSIS activator
25	CC(C)C[C@H](NC(=O)c1[nH]cnc1C(=O)N[C@H](C)c1ccccc1)C(=O)OCc1ccccc1	-0.3	1	.	-18
26	COCCn1c(N)c(N(Cc2ccccc2)C(=O)Cc2c(Cl)cccc2Cl)c(=O)[nH]c1=O	0.4	4	4	2
27	COc1ccccc1NC(=O)C(C)OC(=O)C1COc2ccccc2O1 (stereo not given)	-2.8	-7	7	39
28	COC(=O)c1ccc2nc(-c3ccc(C)cc3)c(Cc3ccsc3)n2c1	-0.7	-5	-10	-1
29	Cc1ccccc1NC(=O)NCc1ccco1	.	14	.	.
30	Cc1cc2c(cc1S(=O)(=O)N1CCN(c3cccc(C)c3C)CC1)OCC(=O)N2	4.1	-13	-6	.
31	O=C(NNC(=S)NC(=O)c1ccccc1[N+](=O)[O-])c1ccc(Cl)cc1Cl	-0.3	10	7	-12
32	O=C(COC(=O)/C=C/c1cccs1)Nc1ccccc1Cl	2.4	-2	0	9

item	miR122 inh	EWS-Fli inh	PAX8 inh HTS
25	-8	0	-16
26	.	-5	2
27	-8	-1	21
28	1	-19	-3
29	-3	.	1
30	1	-1	5
31	-2	11	-32
32	.	5	-3

Other compounds.
item	Structure	CFTR F508del cor	FN deposition inh	DENV2 CPE rescue	GSIS activator
33	NS(=O)(=O)c1ccc(CCNC(=O)c2coc3ccccc3c2=O)cc1	1.8	7	1	10
34	COc1ccc2sc(C)cc(=O)c2c1	0.4	12	4	-14
35	COc1ccccc1CN1CC(C(=O)N(C)CCc2ccccn2)CCC1=O (stereo not given)	1.1	2	?	.
36	Cc1cc(-c2cc(C)c(N)cc2C)c(C)cc1N	-2.0	-7	0	-8
37	COc1ccc(/C=N\NC(=O)c2ccccc2Br)cc1COc1ccc(F)cc1	-0.9	-5	?	15
38	O=C(Nc1cc([N+](=O)[O-])ccc1F)c1ccc2c(c1)OCCO2	0.4	-35	0	8
39	C[C@@H]1CCC[C@]2(O[C@@H](CCO)C[C@@H](O)[C@@H]2O)O1	4.7	-7	34*	-7
40	O=C(CSc1nc2ccccc2c2nc3ccccc3n12)NCc1ccco1	.	6	.	12

item	miR122 inh	EWS-Fli inh	PAX8 inh HTS
33	.	.	24
34	.	-14	-27
35	-2	-6	-12
36	1	-5	6
37	.	.	-1
38	.	-32	-108
39	-1	2	-8
40	3	.	-11

(list continues)
item	Structure	CFTR F508del cor	FN deposition inh	DENV2 CPE rescue	GSIS activator
41	CCN1CCN(C(=O)c2cc3c(s2)-c2ccccc2S(=O)(=O)C3)CC1	-0.7	-4	3	.
42	CC(C)n1c(Sc2nccn2C)nc2c1c(=O)n(C)c(=O)n2C	3.7	.	14	-7
43	Cc1ccc(C)c2c1[nH]c1ccc([N+](=O)[O-])cc12	.	1	.	.
44	COCC(=O)N1CC[C@H]2[C@H](CO)Nc3ccc(-c4cccc(C(=O)N(C)C)c4)cc3[C@H]21	-2.4	-7	-18	9
45	C=CCn1c(COc2ccc(Cl)cc2)nnc1SCC(=O)N1CC(=O)Nc2ccccc21	.	-1	.	.
46	Cc1cccc(N2CCN(c3nc4ccccc4n4cnnc34)CC2)c1C	1.1	-9	1	3
47	C[C@H]1CN([C@@H](C)CO)C(=O)Cc2cc(NS(=O)(=O)c3ccc(Cl)cc3)ccc2O[C@@H]1CN(C)C(=O)Nc1ccc(C(F)(F)F)cc1	-2.1	-1	0	1
48	N#CC(OC(=O)c1ccccc1)c1cccc([N+](=O)[O-])c1 (stereo not given)	2.2	.	1	7

item	miR122 inh	EWS-Fli inh	PAX8 inh HTS
41	8	-5	-7
42	.	6	.
43	-5	.	-21
44	-1[16.7 µM]	4	1
45	6	.	24
46	-2	-7	1
47	21[16.7 µM]	-3	.
48	.	-7	-14

Continuation.
item	Structure	CFTR F508del cor	FN deposition inh	DENV2 CPE rescue	GSIS activator
49	COc1ccc(NC(=O)CSc2nnnn2-c2ccccc2F)cc1	-1.5	2	-3	15
50	C[C@H](CO)N1C[C@H](C)[C@@H](CN(C)C(=O)CCC(F)(F)F)OCc2ccccc2-c2ccccc2C1=O	-1.4	-6	.	3
51	COc1ccc(Nc2nc(C(F)(F)F)nc(C)c2C#N)cc1	.	6	.	8
52	O=C(C[C@H]1CC[C@H]2[C@@H](COC[C@H](O)CN2Cc2ccncc2)O1)NCc1ccccc1Cl	-1.4	-8	-5	5
53	O=[N+]([O-])c1cccc(-c2nnc3n2CCCCC3)c1	1.3	3	7	21
54	Cc1ccc(S(=O)(=O)N2CCC(C(=O)NCCc3ccc(S(N)(=O)=O)cc3)CC2)cc1	.	-6	.	3
55	Cc1nn(CC(=O)N2CCCc3ccccc32)c(C)c1[N+](=O)[O-]	2.5	-9	-6	5
56	c1ccc(-c2nc3ccccc3[nH]2)nc1	.	-5	.	6

item	miR122 inh	EWS-Fli inh	PAX8 inh HTS
49	.	-15	-50
50	.	2	-8
51	-2	.	.
52	-4[16.7 µM]	.	.
53	-8	-5	-9
54	-1	.	.
55	.	-8	24
56	-1	-15	-73

Compounds shown so far with an aryl thioether with sulfur outside any ring:
item	Structure	CFTR F508del cor	FN deposition inh	DENV2 CPE rescue	GSIS activator
6	COc1cc2c(cc1OC)[C@H](C)N(C(=O)CSc1nc(O)c(C(C)C)c(=O)[nH]1)CC2	-0.1	.	4	.
9	O=C(CSc1nnc2ccccn12)c1ccc(OC(F)F)cc1OC(F)F	.	2	.	-21
16	O=C(CSc1n[nH]c(-c2cccnc2)n1)Nc1ccc([N+](=O)[O-])cc1	0.3	-8	-1	6
20	Cc1sc2nc(SCC(=O)Nc3cccc(S(N)(=O)=O)c3)[nH]c(=O)c2c1C	2.6	-6	17	1
40	O=C(CSc1nc2ccccc2c2nc3ccccc3n12)NCc1ccco1	.	6	.	12
42	CC(C)n1c(Sc2nccn2C)nc2c1c(=O)n(C)c(=O)n2C	3.7	.	14	-7
45	C=CCn1c(COc2ccc(Cl)cc2)nnc1SCC(=O)N1CC(=O)Nc2ccccc21	.	-1	.	.
49	COc1ccc(NC(=O)CSc2nnnn2-c2ccccc2F)cc1	-1.5	2	-3	15

item	miR122 inh	EWS-Fli inh	PAX8 inh HTS
6	-2	-2	.
9	6	.	16
16	1	-1	-12
20	.	2	9
40	3	.	-11
42	.	6	.
45	6	.	24
49	.	-15	-50

Next records follow:
item	Structure	CFTR F508del cor	FN deposition inh	DENV2 CPE rescue	GSIS activator
57	CCOC(=O)C1(C)CCN1C(=O)c1cc(F)cc(F)c1 (stereo not given)	2.9	-1	7	-2
58	COc1ccccc1CNC(=O)C1CC2Cn3c(nc4cc(C)c(C)cc43)C2N1C (stereo not given)	-2.5	-3	5	-5
59	C/C(CCC(C)C)=N\NS(=O)(=O)c1ccc(C)c([N+](=O)[O-])c1	2.1	4	12	-11
60	CC(CNC(=O)C(=O)NC(C)CCc1ccccc1)Cc1ccccc1 (stereo not given)	0.1	.	10	0
61	O=C1NC[C@H](CCCCN2CCN(CCc3ccc(O)cc3)C(=O)C2=O)N(CCC2CCCCC2)C1=O	-1.3	4	?	-6
62	COc1ccccc1C(CNC(=S)NCc1ccccc1)N1CCCC1 (stereo not given)	-1.5	.	6	-3
63	CS(=O)(=O)N1[C@H](CO)[C@H](c2ccc(-c3ccccc3F)cc2)[C@@H]1C#N	0.1	8	17	-1

item	miR122 inh	EWS-Fli inh	PAX8 inh HTS
57	0	-4	-4
58	9	0	-6
59	14	1	16
60	-1	4	.
61	.	-3	-10
62	4	2	-13
63	.	-2	5

Bioassay records as filed in PubChem BioAssay.
